# DDE Tn6 FP inh – inhibitors of Tn6 peptide binding to fibrin DD(E), primary screen, biochemical, fluorescence polarization, human fibrin, Tn6 probe. 370,000 compounds, 0.21% hits. Fibrinogen beta chain (Homo sapiens), P02675. Fibrin DD(E) TRITC-Tn6 fluorescence polarization displacement. inhibition, % at 8.3 µM;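 active = inhibition above a per-campaign cutoff: mean of compounds within control limits plus 3 SD, cut at about 15% in these data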;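 note: 0% = median of all compound wells on the plate and 100% = blocking peptide control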
# HGIII-sPLA2 inh – human group III sPLA2 inhibitors, primary screen, biochemical, QFRET, BODIPY PC-A2 liposome substrate; 370,000 compounds, 0.56% hits; inhibition, % at 12.2 µM; AID 743126, 2013; QFRET BODIPY PC-A2 liposome hydrolysis, fluorescence;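 active = inhibition above mean plus 3 SD of compounds lying within the high and low control bounds, cut at about 19% in these data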;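 note: 0% = median of test compound wells and 100% = no enzyme DMSO wells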
# FXN GAA850 act – FXN promoter activators, primary screen, cell-based, luciferase luminescence, HEK293 lucGAA850. 360,000 compounds, 0.56% hits. HEK293 lucGAA850 FXN promoter luciferase reporter, 24 h; percent of 10 µM SAHA response. activation, % at 6 µM;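 active = activation above the average of all compounds screened plus 3 SD, cutoff fixed separately per campaign, cut at about 7.5% in these data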;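 note: 0% = DMSO wells and 100% = 10 µM SAHA wells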
# rCAG RNA binder – binders of r(CAG) RNA repeats, primary screen, biochemical, fluorescence; 370,000 compounds, 1.3% hits; inhibition, % at 3 µM; r(CAG) RNA repeat, TO-PRO-1 dye displacement fluorescence; AID 651821, 2012;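 active = inhibition above the plate cutoff, the mean of all test compounds on that plate plus 3 SD, cut at about 35% in these data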;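 note: 0% = DMSO alone and 100% = 100 µM mitoxantrone as full dye displacement; higher means more dye released from RNA so lower well fluorescence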
# GC-A act – GC-A stimulated cGMP production enhancers – HEK293 GC-A cells, cGMP TR-FRET, EC30 ANP, primary screen. Atrial natriuretic peptide receptor 1 (Homo sapiens), P16066. 370,000 compounds, 0.14% hits. 0% at EC30 ANP, 100% saturating ANP. activation, % at 10 µM; in the data active = activation above about 40%
# Target sequence (P16066 whole entry, looked up): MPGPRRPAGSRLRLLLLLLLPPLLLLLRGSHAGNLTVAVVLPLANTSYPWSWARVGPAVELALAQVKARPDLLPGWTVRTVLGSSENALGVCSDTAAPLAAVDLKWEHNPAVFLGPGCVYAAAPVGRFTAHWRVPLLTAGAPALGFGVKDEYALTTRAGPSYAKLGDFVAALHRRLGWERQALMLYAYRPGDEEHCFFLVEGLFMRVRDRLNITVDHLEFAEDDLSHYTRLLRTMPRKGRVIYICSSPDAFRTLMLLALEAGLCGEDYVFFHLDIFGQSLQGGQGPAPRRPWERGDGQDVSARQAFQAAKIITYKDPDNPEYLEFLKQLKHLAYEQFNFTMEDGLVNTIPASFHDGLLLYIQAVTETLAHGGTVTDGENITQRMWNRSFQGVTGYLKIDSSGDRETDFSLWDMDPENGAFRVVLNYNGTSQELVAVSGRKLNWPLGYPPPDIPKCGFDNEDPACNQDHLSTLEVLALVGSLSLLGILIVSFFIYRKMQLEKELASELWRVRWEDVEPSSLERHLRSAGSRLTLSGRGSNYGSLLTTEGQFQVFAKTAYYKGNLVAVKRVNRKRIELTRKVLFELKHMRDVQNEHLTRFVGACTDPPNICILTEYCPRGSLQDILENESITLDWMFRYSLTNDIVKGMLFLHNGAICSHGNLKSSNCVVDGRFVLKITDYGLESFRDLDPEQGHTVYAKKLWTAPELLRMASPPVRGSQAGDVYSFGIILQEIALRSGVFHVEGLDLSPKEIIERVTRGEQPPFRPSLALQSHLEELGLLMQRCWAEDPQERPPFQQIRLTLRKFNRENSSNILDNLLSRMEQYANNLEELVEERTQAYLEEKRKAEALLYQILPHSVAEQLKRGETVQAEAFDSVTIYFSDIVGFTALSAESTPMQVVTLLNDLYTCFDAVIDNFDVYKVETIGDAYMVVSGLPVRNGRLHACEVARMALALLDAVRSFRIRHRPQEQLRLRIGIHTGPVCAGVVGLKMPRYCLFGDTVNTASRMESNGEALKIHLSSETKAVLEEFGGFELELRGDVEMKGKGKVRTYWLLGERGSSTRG
# proKLK7 act – proKLK7 zymogen activators, primary screen, biochemical, fluorescence intensity; Kallikrein-7 (Homo sapiens), P49862; purified proKLK7, EDANS-DABCYL substrate fluorescence; 100% is mature enzyme control, 0% vehicle; activation, % at 7 µM; 370,000 compounds, 0.9% hits; AID 652039, 2013;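 active = activation above the mean of all tested compounds plus 3 SD, computed per campaign excluding outliers beyond control limits, cut at about 13% in these data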
# ADAM10 inh – human ADAM10 inhibitors, primary screen, biochemical, QFRET, HTS | Disintegrin and metalloproteinase domain-containing protein 10 (Homo sapiens), O14672 | recombinant ADAM10, EDANS/DABCYL FRET peptide cleavage, 3 h | inhibition, % at 7 µM | 370,000 compounds, 0.62% hits | AID 720582, 2013;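 active = inhibition above a per-campaign cutoff equal to the mean of compounds falling between control-based bounds plus 3 SD, cut at about 20% in these data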;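 note: 0% = DMSO wells while the 100% control is not disclosed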
# NPR2 activator – human GC-B receptor activators, primary screen, HEK293 GC-B cells, cGMP TR-FRET, EC30 CNP | Atrial natriuretic peptide receptor 2 (Homo sapiens), P20594 | 0% at EC30 CNP, 100% saturating CNP | activation, % at 10 µM | 370,000 compounds, 0.11% hits;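 active = activation at 10 µM reaching about 35% in either raw or pattern-adjusted values, limit read from the data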
# ASAP1 GAP inh – inhibitors of human ASAP1 ArfGAP activity, primary screen, biochemical, fluorescence polarization | Arf-GAP with SH3 domain, ANK repeat and PH domain-containing protein 1 (Homo sapiens), … | ASAP1-stimulated ARF1 GTP hydrolysis, GDP FP detection | inhibition, % at 16.5 µM | 360,000 compounds, 0.19% hits; in the data active = inhibition above about 25%;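 note: 0% = vehicle with enzyme and substrate and 100% = no enzyme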
# ARFGAP1 inhibitor – inhibitors of rat ARFGAP1 GAP activity, primary screen, biochemical, fluorescence polarization, GDP tracer; 360,000 compounds, 0.26% hits; inhibition, % at 16.5 µM; Arfgap1-stimulated ARF1 GTP hydrolysis, GDP FP detection; AID 651572, 2012; ADP-ribosylation factor GTPase-activating protein 1 (Rattus norvegicus), Q62848;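 active = inhibition above a per-plate limit, mean inhibition of low control wells plus 3 SD, cut at about 25% in these data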;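 note: 0% = DMSO wells with enzyme and 100% = wells lacking Arfgap1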
#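 Material: truncated rat Arfgap1 GAP domain; Incubation: compound-enzyme preincubation 20 min, reaction 120 min, detection 60 min, 25 °C; Read-out: percent inhibition of Arfgap1-stimulated GTP hydrolysis; Technique: FP, GDP Alexa 633 tracer displaced from anti-GDP antibody, 620/688 nm; Controls: No-Arfgap1 wells (100%) versus DMSO full-reaction wells (0%); Replication: single well per compound.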
# The depositor's hits bear a star; i = inactive; . = not tested or not shown.
molecule	DDE Tn6 FP inh	HGIII-sPLA2 inh	FXN GAA850 act	rCAG RNA binder	GC-A act	proKLK7 act	ADAM10 inh	NPR2 activator	ASAP1 GAP inh	ARFGAP1 inhibitor
Cc1ccc(-c2c(C(=O)N3CCOCC3)oc(=O)c3ccccc23)cc1	-4	4	-1.7	1	-2	-0.4	-2	-2	-5	6
COc1ccc(NC(=O)C2CC(=O)N(c3ccccc3F)C2)cc1S(=O)(=O)N1CCCCC1 (stereo not given)	0	5	1.0	3	1	-0.6	1	-1	-2	-7
O=C(CN1C(=O)c2ccccc2S1(=O)=O)NCc1ccc(F)cc1	3	6	-0.7	-2	-1	-0.1	1	-2	-13	19
c1cnc2ncc3sccc3c2c1	-2	4	-1.0	-4	3	-0.6	-28	1	-3	4
Clc1ccc(COc2ccccc2CNCc2cccnc2)cc1	-1	-1	-2.2	-8	-7	-0.4	-3	3	2	-3
COc1cc(C(=O)n2nc(C)cc2C)cc(OC)c1OC	-7	-3	-2.4	-1	1	-0.1	0	-2	1	3
Cn1c(=O)n(-c2cccc(Cl)c2)c(=O)n1C	4	8	-1.2	0	-2	0.8	-4	3	-1	8
CCn1c(SCC(=O)N2CCCC2)nc2ccccc21	-1	0	-1.3	-2	3	0.2	-6	5	11	-2
Cc1ncsc1C(=O)N1CCCC(C(=O)c2ccc3ccccc3c2)C1 (stereo not given)	2	10	3.3	-6	7	1.1	-56	14	6	15
C#CCOCCOCCOCCNc1nc(N2CCOCC2)nc(N2CCN(C(=O)[C@H](Cc3ccc(O)cc3)n3cc(CCO)nn3)CC2)n1	-3	1	-1.1	-7	1	-0.4	1	4	-2	-11
COCC1CCCCN1Cc1cn[nH]c1-c1ccc(OC)cc1OC (stereo not given)	-2	1	-2.8	-2	-2	0.6	-2	2	-7	-3
CCOc1ccccc1NC(=O)C1CCN(C(=O)C2CC(=O)N(c3ccc(C)cc3)C2)CC1 (stereo not given)	5	1	2.3	-3	-2	0.7	6	4	-7	1
CSC1=NC(=O)/C(=C/c2ccc(SC)cc2)S1	-3	-20	1.7	7	-5	0.4	-9	-5	4	5
O=C(NC1CCCCC1)C1c2ccccc2OCC(=O)N1Cc1cccnc1 (stereo not given)	-5	8	.	3	-2	-0.5	-13	1	3	7
Nc1ccc2ccc(O)cc2c1	-16	-18	3.5	24	-5	0.7	-22	-1	0	10
COc1ccc(N2CCN(S(=O)(=O)c3ccc(Br)s3)CC2)cc1	-1	4	-0.8	0	-3	-0.6	2	-3	-5	0
COc1ccccc1CNC(=O)C1Cc2cc(S(=O)(=O)N3CCCC3)ccc2N1C(C)=O (stereo not given)	9	-2	-1.3	3	-1	-0.1	-8	1	-3	-3
COc1ccc(-c2cnnc(N/N=C/c3ccc(O)cc3)n2)cc1	2	1	7.6*	1	4	-0.3	6	0	-1	-4
C[C@H]1CCC[C@@]2(O[C@@H](CCO)C[C@@H](O)[C@@H]2O)O1	-1	4	1.7	1	3	0.3	-8	6	-1	-1
N#C/C(=C\c1cc(Br)ccc1F)C(=O)NC1CC1	-2	-6	1.4	0	-4	0.3	2	-6	0	4
CCc1ccc(C(=O)NNC(=O)c2ccc(=O)n(C)n2)cc1	4	-6	-1.9	-2	0	-0.6	-9	-1	2	-3
Cc1ccc(C(=O)NC(=S)N(C)Cc2ccccc2)cc1	6	8	2.9	-3	-2	0.4	2	7	3	12
COc1ccc(N2CCN(C(CNC(=O)C(C)(C)C)c3ccco3)CC2)cc1 (stereo not given)	-3	-1	0.5	-1	3	0.0	6	-1	11	17
CC(=O)Nc1ccc(S(=O)(=O)NCCC(=O)OC(C)C(=O)c2ccc(C)cc2)cc1 (stereo not given)	3	-3	-0.4	-1	2	-0.2	-6	-2	0	-4
Cc1ccc(S(=O)(=O)N2CCC(C(=O)Nc3ccc(S(=O)(=O)N4CCOCC4)cc3)CC2)cc1	1	-18	2.8	4	0	0.5	-1	3	0	11
O=C(COC(=O)Cc1ccc(Br)cc1)NCC1CCCO1 (stereo not given)	3	-2	-0.9	0	0	0.9	-7	2	-3	3
O=c1[nH]c(-c2cccs2)nc2ccccc12	9	0	4.6	3	2	0.5	-7	1	0	6
COc1ccc2nc3n(c(=O)c2c1)-c1cc2ccccc2cc1C(=O)NC3Cc1ccccc1 (stereo not given)	-12	-2	-14	15	-5	-8.7	3	1	6	-2
O=C(N[C@H](C(=O)N1CCC[C@H]1C(=O)NCc1ccccc1)C1CCCCC1)c1ccc(Cl)cc1Cl	3	-11	.	0	-1	0.1	7	-4	2	13
NC(CSS(=O)(=O)O)=NCCC12CC3CC(CC(O)(C3)C1)C2	-7	4	1.5	-2	1	-0.5	0	1	6	6

# Full records from above.
# `COc1ccccc1CNC(=O)C1Cc2cc(S(=O)(=O)N3CCCC3)ccc2N1C(C)=O` (stereo not given) is listed with DDE Tn6 FP inh: 9; HGIII-sPLA2 inh: -2; FXN GAA850 act: -1.3; rCAG RNA binder: 3; GC-A act: -1; proKLK7 act: -0.1; ADAM10 inh: -8; NPR2 activator: 1; ASAP1 GAP inh: -3; ARFGAP1 inhibitor: -3
# `NC(CSS(=O)(=O)O)=NCCC12CC3CC(CC(O)(C3)C1)C2` is listed with DDE Tn6 FP inh: -7; HGIII-sPLA2 inh: 4; FXN GAA850 act: 1.5; rCAG RNA binder: -2; GC-A act: 1; proKLK7 act: -0.5; ADAM10 inh: 0; NPR2 activator: 1; ASAP1 GAP inh: 6; ARFGAP1 inhibitor: 6

# Following part.
molecule	DDE Tn6 FP inh	HGIII-sPLA2 inh	FXN GAA850 act	rCAG RNA binder	GC-A act	proKLK7 act	ADAM10 inh	NPR2 activator	ASAP1 GAP inh	ARFGAP1 inhibitor
COc1ccc(C2(C(=O)NCCN3CCOCC3)CCOCC2)cc1	4	1	-1.8	0	-3	0.7	3	6	1	13
Nc1c(C(=O)c2ccccc2)sc2c1c(=O)[nH]c(=O)n2-c1ccccc1	-20	11	2.8	9	3	0.6	2	1	10	11
Cc1cc(C)c(C(=O)/C=C/c2ccc(C(C)C)cc2)c(=O)[nH]1	-1	-9	-9.5	-4	4	0.8	1	4	-13	-4
O=C1CC(=O)N(CCc2ccccc2)C(=O)N1CCc1ccccc1	3	-10	-1.0	29	-6	1.6	24*	1	-4	13
Cc1cc(C)c(C(=O)COC(=O)c2ccc(NC(=O)CC#N)cc2)cc1C	6	-45	0.6	24	-4	0.1	-2	3	9	9
Cc1ccc(C(=O)NCC(=O)OCC(=O)c2ccccc2)s1	-3	13	0.6	2	3	0.0	-5	0	2	5
CC1Oc2ccc(C#N)cc2N(Cc2ccccc2OC(F)(F)F)C1=O (stereo not given)	1	4	0.0	0	2	0.2	5	1	-4	8
COC(=O)CCC(=O)OC1(C)C(=O)C=C2C=C(C3CC3)N(C3CCCCC3)C=C2C1=O (stereo not given)	-4	4	0.2	2	1	2.0	-23	5	11	10
COc1ccc(NC(=S)N2CCC(N(C)CCN3CCOCC3)CC2)cc1Cl	9	4	-1.4	2	2	0.4	5	3	-7	-2
Cc1cc(Cl)ccc1OCCCC(=O)Nc1cccc(-n2cnnn2)c1	12	-41	-0.4	8	-7	-0.6	14	-2	9	10
CCCCNC(=O)N1CCCC1C(=O)Nc1cccc(OC)c1 (stereo not given)	-3	6	.	5	-1	-0.2	-6	7	.	.
CC1(CC(=O)O)SC(=O)NC1=O (stereo not given)	-9	8	1.8	2	2	0.4	-9	5	1	12
Cc1c(NC(=O)CSc2ncn[nH]2)c(=O)n(-c2ccccc2)n1C	10	1	-0.5	-1	0	-0.3	1	0	9	3
COc1ccc(NC(=O)c2cc3ccccc3o/c2=N\NS(=O)(=O)c2ccc(C)cc2)cc1	10	2	3.4	1	1	-0.3	1	-3	-12	-9
CC(OC(=O)c1ccc(O)cc1)C(=O)Nc1ccc(Oc2ccccc2)cc1 (stereo not given)	-1	-33	-1.4	11	-3	1.0	8	-4	-2	5
CCOc1cccc(/C=C/C(=O)O)c1	-10	3	1.8	8	-2	0.7	-2	-1	-4	-2
COC(=O)c1c(C#N)c(N)nc2c1CCCC2	-4	2	-0.6	3	2	78*	i	0	9	1
O=[N+]([O-])/C=C1\C=CC=CN1Cc1ccc(Cl)cc1	-4	-1	0.8	-1	3	0.3	-3	-3	-1	7
CCOCCCNC(=O)Cn1ncc2c(=O)oc3ccccc3c21	-3	6	-0.7	0	3	0.6	-13	-2	3	4
Cc1ncoc1C(=O)NCCC(c1ccccc1)c1ccccc1	-5	4	-0.9	-5	-4	0.1	2	3	17	-5
CCCCOc1ccc(C(C)(O)CCN2CCOCC2)cc1 (stereo not given)	-4	11	-0.4	-8	3	0.6	4	0	2	6
Cc1cc(C)cc(C(=O)OCC(=O)NCC(F)(F)F)c1	-1	3	1.1	-1	-2	-0.1	2	-3	1	-10
COC(=O)c1[nH]c2ccc(C)cc2c1NC(=O)Oc1ccccc1	6	-3	6.0	-2	-3	13	-55	-4	8	0
O=S(=O)(NC1CCCC1)c1ccccc1Br	2	6	-0.8	3	-2	-0.1	1	2	16	-1
Cc1cccc(CSCCNC(=O)CN2C(=O)c3ccccc3S2(=O)=O)c1	-5	-2	-0.1	3	-1	0.4	2	2	-2	12
COC(=O)CNC(=O)[C@H](Cc1ccccc1)NC1(C(=O)NCCc2c[nH]c3ccccc23)CCCCC1	8	-53	.	.	-3	.	6	-6	.	.
O=C(Cc1ccc(S(=O)(=O)N2CCOCC2)s1)NNC(=O)c1ccccc1Cl	12	-15	1.9	6	4	-1.1	1	4	-13	1
CCC1Oc2ccccc2N(CC(=O)NCCCN2CCCCC2C)C1=O (stereo not given)	0	9	-0.2	-2	2	-0.4	6	1	-1	2
O=P(c1ccccc1)(c1ccccc1)c1nc(-c2ccccc2)oc1NCc1ccccc1	3	4	0.2	1	-23	0.0	14	-5	-2	6
O=C(CSc1n[nH]c(=O)[nH]c1=O)NC1CCCCC1	-8	4	2.6	1	3	0.2	-4	4	1	3
Cc1csc(=O)n1CC(=O)Nc1ccc(Cl)c(Cl)c1	-1	-3	1.8	6	-2	0.4	-5	-2	-1	-13
CCN(CC)CCN1C(=O)C2C(C(=O)Nc3ccc(Br)cc3)C3C=CC2(O3)C1C(=O)NC1CCCCC1 (stereo not given)	10	0	-1.4	-3	2	0.0	3	2	8	4

# Rows are unselected (roughly 4.5% active in at least one column).
